Large T inhibition: SV40 large T antigen inhibitors, biochemical (AID 1903) | SV40 large T antigen ATPase/helicase inhibition assay; higher % means a stronger effect | inhibition, % at 20 µM, or IC50 in µM where a hit was titrated | actives 0.39% (n = 310,000); in the data active = a potency from the dose series; note: strong numbers were not always called active
GPR55 antagonists: GPR55 antagonists blocking LPI-driven arrestin recruitment, primary screen, imaging, U2OS, beta-arrestin-GFP, LPI agonist (AID 2013). G-protein coupled receptor 55 (Homo sapiens). U2OS GPR55 beta-arrestin-GFP translocation imaging, LPI antagonism; higher % means a stronger effect. inhibition, % at 10 µM; hits with a dose series show IC50 in µM. actives 0.13% (n = 290,000);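 active = spots per cell inhibited over 60%, with over 100 cells counted and total cytoplasm intensity under 500,000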;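 note: U2OS cells stably carrying GPR55 and arrestin-GFP stimulated by 5 µM LPI near EC80; imaged beta-arrestin-GFP aggregate spots per cell after agonist stimulation; plate controls were LPI-stimulated DMSO wells for no effect and DMSO wells without LPI for full effect; some results filed as inactive read as strong as hits; confirmed hits need IC50 under 10 µM and bright autofluorescent wells are also inconclusive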
GPR55 activation: GPR55 agonists via beta-arrestin recruitment, primary screen, imaging, U2OS cells, beta-arrestin-GFP redistribution (AID 1961); G-protein coupled receptor 55 (Homo sapiens); U2OS GPR55 beta-arrestin-GFP redistribution imaging; higher % means a stronger effect; activation, % at 10 µM, or EC50 in µM where a hit was titrated; actives 0.048% (n = 290,000);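 active = activation above 40% with more than 50 cells counted in the well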;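 note: U2OS osteosarcoma cells stably expressing GPR55 and beta-arrestin-GFP; plate controls were DMSO negative control for no effect and LPI positive control for full effect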
LYP inhibition: inhibitors of LYP phosphatase, biochemical, fluorescence intensity, uHTS (AID 1779) | actives 0.054% (n = 290,000) | inhibition, % at 11.5 µM; hits with a dose series show IC50 in µM | recombinant LYP phosphatase, fluorescence intensity; higher % means a stronger effect | Tyrosine-protein phosphatase non-receptor type 22 (Homo sapiens); in the data active = inhibition above about 50%;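 note: plate controls were vehicle with enzyme for no effect and no enzyme for full effect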
GPR35 antagonists: GPR35 antagonists blocking zaprinast-driven arrestin recruitment, primary screen, imaging, U2OS, beta-arrestin-GFP, zaprinast agonist (AID 2058) | G-protein coupled receptor 35 (Homo sapiens) | U2OS GPR35 beta-arrestin-GFP translocation imaging, zaprinast antagonism; higher % means a stronger effect | inhibition, % at 10 µM, or IC50 in µM where a hit was titrated | actives 0.052% (n = 290,000);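 active = inhibition of at least 50% with at least 30 cells and total cytoplasm GFP at most 10,000,000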
T cell HTS: modulators of CD8 T cell-vesicle binding, primary screen, mouse 2C CD8+ T cells, flow cytometry | 2C CD8+ T cell-vesicle binding; hits give low values | calls only at 7 µM | actives 0.068% (n = 330,000) | AID 2052, 2009;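 active = response, share of CD8 T cells binding vesicles, and their 90th percentile fluorescence all below set limits, cut at about 80% in these data, passing the limit was not always enough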
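Material: murine 2C transgenic CD8+ T lymphocytes / Also added: QL9-peptide-loaded Drosophila micro-vesicles bearing Ld, ICAM-1 and B7-1 / Schedule: binding step 1.5 h, 37 °C, antibody labelling 20 min, ice / Signal: flow cytometry, PE anti-B7-1 (FL2) versus Alexa647 anti-CD8 (FL8), PFA-fixed / Evaluation: percent CD8+ FL2 mean versus row control / Benchmarks: naked versus QL9-loaded vesicles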
Hep lipid drop: inhibitors of hepatocyte lipid droplet formation, primary screen, imaging, high-throughput imaging, BODIPY stain. actives 0.4% (n = 240,000). AID 1656, 2009. AML12 mouse hepatocytes, oleate lipid droplets. inhibition, % at 6.5 µM;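 active = lipid droplet intensity inhibited by at least 50%, with more than 500 cells counted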
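Assay system: AML12 hepatocytes (mouse); Probe or stimulus: oleic acid at 100 µM to induce lipid droplet formation; Dosing: compound at 6.5 µM only; Schedule: compound with oleate, overnight; Detection: fluorescence imaging, 20x objective, two fields per well; Measure: % inhibition of lipid droplet signal.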
NTR1 ag: agonists of NTR1, primary screen, imaging, U2OS cells, beta-arrestin-GFP, high content (AID 493036) | Neurotensin receptor type 1 (Homo sapiens), P30989 | NTR1-U2OS beta-arrestin-GFP spot imaging, agonist mode | activation, % at 20 µM | actives 0.17% (n = 330,000);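 active = activation at or above 40% of the spot to cytoplasm intensity ratio, with at least 20 cells analyzed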;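 note: 0% = DMSO without peptide and 100% = 100 nM NTR1 peptide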
Target sequence (P30989 whole entry, looked up): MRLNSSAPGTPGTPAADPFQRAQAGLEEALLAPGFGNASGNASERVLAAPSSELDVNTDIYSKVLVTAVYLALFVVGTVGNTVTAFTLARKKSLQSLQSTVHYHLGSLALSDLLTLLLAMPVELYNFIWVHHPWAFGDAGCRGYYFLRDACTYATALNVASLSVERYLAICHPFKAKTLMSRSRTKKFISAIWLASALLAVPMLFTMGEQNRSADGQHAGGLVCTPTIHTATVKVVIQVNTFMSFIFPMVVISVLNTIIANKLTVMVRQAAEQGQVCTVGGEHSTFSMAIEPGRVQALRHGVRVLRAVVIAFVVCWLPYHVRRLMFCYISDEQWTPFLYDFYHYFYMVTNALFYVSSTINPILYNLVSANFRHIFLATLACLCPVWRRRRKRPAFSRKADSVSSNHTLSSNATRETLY
MgcRacGAP inhibition: MgcRacGAP GTPase-activating activity inhibitors, confirmation, biochemical, ADP Hunter fluorescence | MgcRacGAP-stimulated Rac1 GTP hydrolysis, ADP Hunter fluorescence; higher % means a stronger effect; GST-tagged Rac1 F28L mutant substrate | actives 0.6% (n = 340,000) | inhibition, % at 30 µM; hits with a dose series show IC50 in µM;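 active = first-screen hits whose inhibition reached a set limit at any dose in the follow-up dose series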;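 note: fluorescence reports GDP produced by GAP-driven GTP hydrolysis; strong numbers were not always called active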
Hep lipid drop cells 6.5 µM: recorded beside Hep lipid drop, whose call it bears; cell count; measured here: cell count, cytotoxicity flag;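 cells counted across two imaged fields per well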
T cell HTS vesicle-bound %: further read-out of T cell HTS, marked with its call; double positive events, %; measured here: CD8+ vesicle-bound cell fraction;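 binding gate set so that unloaded-vesicle control wells show 10% double positive cells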
NTR1 ag cell count 20 µM: also measured in NTR1 ag; calls as there; cell count; measured here: cell count, cytotoxicity flag
An asterisk follows results filed as active; i = inactive; nt = no result given; & = joins results of further samples.

SMILES	Large T inhibition	GPR55 antagonists	GPR55 activation	LYP inhibition	GPR35 antagonists	T cell HTS	T cell HTS vesicle-bound %	Hep lipid drop	Hep lipid drop cells 6.5 µM	NTR1 ag	NTR1 ag cell count 20 µM	MgcRacGAP inhibition
Nc1[nH]ncc1N=Nc1ccc(Cl)cc1	9%	-4%	-0.2%	-3%	22%	i	34	6	815	-1.8	66	5%
COc1ccc(NC(=O)CSc2nc3ccccc3c(=O)n2CCNC(C)=O)cc1	7%	2%	0.3%	-3%	-12%	i	50	nt	nt	1.8	72	3%
NC(=O)CCc1c[nH]c2ccccc12	2%	-12%	-0.2%	-11%	-15%	i	59	nt	nt	0.1	48	14%
CC(C)C[C@H](NC(=O)[C@H](Cc1ccccc1)n1c(=O)[nH]c2ccccc2c1=O)C(=O)N1CCC[C@H]1C(=O)O	22%	7%	-0.2%	-6%	-4%	i	16	-5	843	0.1	89	1%
CCOC(=O)c1cccc(NC(=S)NCc2ccc(C)cc2)c1	9%	5%	-0.2%	-1%	3%	i	20	-3	720	-0.2	45	10%
COc1ccccc1NC(=O)Nc1nc(CC(=O)NC2CCCC2)cs1	9%	nt	nt	nt	nt	i	29	nt	nt	1.4	64	5%
Cc1cc(C(=O)CSc2nnc(-c3cccnc3)n2-c2ccccc2)c(C)n1CC1CCCO1 (stereo not given)	29%	-2%	-0.1%	-8%	-3%	i	17	8	771	0.0	49	-5%
Cn1c(SCC(=O)N2CCCC2=O)nnc1-c1ccccc1F	9%	4%	-0.5%	-10%	0%	i	36	1	717	0.9	48	3%
COc1ccccc1-c1ccc(NC2CCCC2)nn1	17%	7%	0.0%	-3%	-4%	i	36	-5	707	-0.7	63	11%
COc1cccc(C2c3c(oc4ccccc4c3=O)C(=O)N2Cc2ccco2)c1 (stereo not given)	11%	nt	nt	nt	nt	i	34	nt	nt	2.5	69	4%
Cc1ccc(C2CC(=O)NC(SCC(=O)OCc3ccccc3)=C2C#N)o1 (stereo not given)	11%	-14%	-0.2%	8%	-6%	i	38	-8	709	0.3	43	14%
CCC(C)c1ccc(S(=O)(=O)N2CCN(c3ccccn3)CC2)cc1 (stereo not given)	2%	5%	-0.4%	-8%	-14%	i	58	0	775	2.9	73	-5%
CCOc1cc(N2CCOCC2)c(OCC)cc1NC(=O)Cn1nc(C)c([N+](=O)[O-])c1C	10%	nt	nt	nt	nt	i	41	nt	nt	1.4	99	5%
COc1ccc(-c2nsc(SCC(=O)Nc3ccc4c(c3)OCO4)n2)cc1	5%	-4%	0.2%	-6%	-17%	i	52	-6	688	8.0	81	-1%
CC(C)c1nnc(SCC(=O)Nc2ccc3c(c2)OCCO3)n1C	9%	-2%	1.1%	-6%	3%	i	31	-2	869	-0.4	45	3%
COc1cccc(OC)c1OCCCN1CCC(Cc2ccccc2)CC1	11%	12%	-0.1%	-7%	-6%	i	53	0	805	1.1	53	28%
CC(C)Cn1c(-c2ccco2)n[nH]c1=S	23%	4%	-0.2%	-1%	9%	i	15	5	770	-1.2	80	27%
COC(=O)Cn1cc(/C=C/[N+](=O)[O-])c2ccccc21	11%	16%	0.1%	0%	-10%	i	40	-15	675	0.1	64	22%
CN(C)c1nc(SCc2ccccc2)nc(N2CCOCC2)n1	2%	-29%	-0.2%	2%	6%	i	65	nt	nt	-0.5	34	-2%
CC(=O)C1=C(O)C(=O)N(c2ccc(Br)cc2)C1c1cccc(F)c1 (stereo not given)	7%	-8%	-0.1%	-8%	-6%	i	17	5	806	0.0	54	15%
CCCCCN(C(=O)CCC(=O)OCC(=O)c1cccc(OC)c1)c1c(N)n(CCCC)c(=O)[nH]c1=O	22%	17%	-0.1%	-9%	-1%	i	22	-1	875	0.1	71	6%
Cc1ccccc1NC(=O)Nc1cccs1	1%	-3%	0.2%	-8%	12%	i	18	-10	707	-0.2	45	5%
CCn1c(SCC(=O)Nc2cc(C)on2)nnc1-c1c[nH]c2ccccc12	9%	4%	-0.1%	0%	7%	i	32	3	763	-0.3	102	3%
CC(C)C(=O)N1CCC(c2nc(-c3ccc(S(=O)(=O)N4CCN(C)CC4)cc3)no2)CC1	6%	2%	0.1%	-9%	14%	i	53	3	676	-1.1	39	10%
CC(C)(O)P(=O)(O)CCc1ccccc1	5%	-1%	-0.1%	-8%	7%	i	16	6	780	0.8	58	-3%
CNc1c(NS(=O)(=O)c2ccc(Br)cc2)c(=O)oc2ccccc12	7%	9%	0.2%	-7%	3%	i	22	-14	783	-0.9	61	8%
c1ccc(-c2cn3c4c(sc3n2)CCCC4)cc1	9%	-14%	-0.1%	-3%	20%	i	13	8	677	11	56	4%&2%
CCC1CCCCN1CC(=O)Nc1cc(OC)c(OC)cc1C#N (stereo not given)	18%	6%	0.1%	-1%	5%	nt	nt	7	723	nt	nt	-27%
CCc1ccc2c(CN3CCc4ccccc43)cc(=O)oc2c1	12%	-8%	-0.2%	0%	5%	i	55	nt	nt	3.5	81	3%
COC(=O)c1ccccc1NC(=O)CN1C(=O)CSC1=O	-2%	4%	0.3%	-1%	-3%	i	56	nt	nt	-0.8	82	3%
COc1cccc(C(=O)N/N=c2\sc3ccccc3n2C)c1	2%	1%	0.7%	-8%	8%	i	33	15	602	-1.4	75	10%
O=C(NNC(=O)C1CCCN(S(=O)(=O)c2cccc(F)c2)C1)C1CC1 (stereo not given)	4%	4%	0.2%	-8%	7%	i	36	-8	733	-1.4	100	6%
CCOC(=O)c1nn(-c2ccc(F)cc2)cc1O	7%	-8%	0.2%	-6%	12%	i	23	10	733	-1.0	50	-2%
Cc1nnc(Nc2ccc3c(c2)OCO3)c2ccccc12	6%	10%	0.2%	-10%	-5%	i	43	nt	nt	1.7	49	10%
COc1cccc2cc(C(C)=O)oc12	4%	-9%	0.1%	-2%	-11%	i	49	1	687	-1.4	35	2%
c1cc(C(c2nnnn2C2CCCCC2)N2CCN3CCCC3C2)ccn1 (stereo not given)	13%	-8%	0.1%	1%	-3%	i	43	-7	741	0.1	52	19%
COc1ccc(S(=O)(=O)NCc2cccnc2)cc1C	-2%	-1%	-0.1%	-8%	5%	i	53	1	835	-0.3	66	7%
COc1cc(-c2nnc3sc(C4CCCCC4)nn23)cc(OC)c1OC	0%	-16%	0.0%	4%	-1%	i	25	-34	672	8.8	88	5%
O=C(NCCCN1CCCC1=O)c1sc2ccccc2c1Cl	8%	14%	0.0%	-4%	8%	i	11	2	843	-0.6	55	9%
C[C@@H](NC(=O)OC(C)(C)C)C(=O)NCC1CCC(C(=O)N[C@@H](Cc2ccccc2)C(=O)O)CC1 (stereo not given in full)	7%	-4%	0.3%	-10%	10%	i	60	5	843	-0.7	91	5%
COc1cc(=O)n(C)c2c(O)cccc12	11%	7%	0.1%	-10%	16%	i	35	-1	728	-1.0	103	5%
c1ccc(-c2ccn3nnnc3n2)cc1	7%	5%	0.6%	-5%	-6%	i	34	15	755	2.8	66	9%
Cc1nc2ccc(NC(=S)NC3CCCCC3)cc2nc1C	25%	-11%	-0.3%	3%	-7%	i	29	7	778	-0.1	46	5%
CCOc1ccc(-c2nnc(-c3snc(-c4ccc(F)cc4)c3N=CN(C)C)o2)cc1	7%	5%	0.0%	-4%	5%	i	17	-2	733	1.5	79	12%
Cc1ccc(-c2nc(NCc3ccco3)n(S(C)(=O)=O)n2)cc1	11%	5%	0.1%	-1%	-3%	i	41	9	750	-0.7	38	1%
COc1cccc(C=NCCCN=Cc2cccc(OC)c2O)c1O	15%	9%	-0.2%	-1%	-6%	i	56	nt	nt	2.6	81	9%
COc1ccc(C(=O)C2CCCN(C(=O)c3n[nH]c4c3CCCC4)C2)cc1OC (stereo not given)	4%	-7%	0.2%	-7%	5%	i	40	-3	726	1.7	35	6%
COc1ccc(NC(=O)c2ccc3c(c2)C(=O)N(Cc2cccnc2)C3=O)c(OC)c1	-3%	9%	0.2%	-5%	7%	i	30	2	733	-1.0	56	13%
CC(CNC(=O)CCc1nnc2ccc(N3CCC4(CC3)OCCO4)nn12)c1ccccc1 (stereo not given)	0%	5%	-0.2%	-11%	14%	i	2	20	724	-1.7	67	9%
CC1(C)CC(C)(O)N(Cc2ccccc2)C(=S)N1 (stereo not given)	33%	-2%	-0.2%	-3%	10%	i	41	-2	570	0.9	40	9%
COc1ccc(CNC(=O)CCS(=O)(=O)c2ccc3c(c2)NC(=O)C(C)S3)cc1 (stereo not given)	0%	1%	0.1%	-2%	-4%	i	19	-10	756	0.4	63	5%
COc1ccccc1C(=O)Nc1cc(Cl)ccc1O	2%	4%	0.1%	-2%	-12%	i	61	nt	nt	0.4	44	12%
CCC(=O)c1ccccc1OCCN1CCN(CC)CC1	-1%	10%	-0.1%	-5%	1%	i	52	10	668	-0.8	55	88µM*

Exported with each value named: entries from further up.
CNc1c(NS(=O)(=O)c2ccc(Br)cc2)c(=O)oc2ccccc12
  Large T inhibition: 7%	GPR55 antagonists: 9%	GPR55 activation: 0.2%	LYP inhibition: -7%	GPR35 antagonists: 3%	T cell HTS: i	T cell HTS vesicle-bound %: 22	Hep lipid drop: -14	Hep lipid drop cells 6.5 µM: 783	NTR1 ag: -0.9	NTR1 ag cell count 20 µM: 61	MgcRacGAP inhibition: 8%
COc1cccc(OC)c1OCCCN1CCC(Cc2ccccc2)CC1
  Large T inhibition: 11%	GPR55 antagonists: 12%	GPR55 activation: -0.1%	LYP inhibition: -7%	GPR35 antagonists: -6%	T cell HTS: i	T cell HTS vesicle-bound %: 53	Hep lipid drop: 0	Hep lipid drop cells 6.5 µM: 805	NTR1 ag: 1.1	NTR1 ag cell count 20 µM: 53	MgcRacGAP inhibition: 28%

Three compounds already listed, sorted by the number in GPR55 activation, smallest number first:
compound | GPR55 activation
CC1(C)CC(C)(O)N(Cc2ccccc2)C(=S)N1 (stereo not given) | -0.2%
CCC(=O)c1ccccc1OCCN1CCN(CC)CC1 | -0.1%
COc1ccc(CNC(=O)CCS(=O)(=O)c2ccc3c(c2)NC(=O)C(C)S3)cc1 (stereo not given) | 0.1%
